Source: PubChem (National Center for Advancing Translational Sciences (NCATS))
Rab9 prom act = qHTS Assay for Rab9 Promoter Activators | Huh7 Rab9 promoter-luciferase reporter, luminescence, 24 h | 320,000 tested, 2.8% active | Potency, µM (doses to about 9.22 µM), inactives show at the top dose activation, negative = inhibition, most hits filed as activators; further: % of control where 0% means no effect; nearly all actives have a fitted effect of over 60% in size
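Quantitative HTS format; Huh7 Rab9-luciferase reporter cells (1500/well) receive compound 2 h post-plating, incubate 24 h at 37 °C, then get luciferase reagent for 10 min before luminescence reading.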
uPA surface inh = qHTS for Inhibitors of Cell Surface uPA Generation; 330,000 tested, 0.31% active; cell surface uPA generation assay, qHTS; Potency, µM (doses to about 38.3 µM), without a hit: top-dose activity change, negative = inhibition, most hits filed as inhibitors; active means well fitted inhibition curve with a large enough effect; inconclusive means small, poorly fitted or top-dose-only effect; inactive means no such curve, though single readings can be large or run the other way; tested in mouse RAW 264.7 cells; further: on the % scale 0 is the no-effect control and ±100 the full control effect; nearly all actives have a fitted effect of over 55% in size
BRCA1 expr act = qHTS Assay to Identify Small Molecule Activators of BRCA1 Expression | MCF7-BRCA1-FFLuc reporter, luminescence, 48 h; response scale: scaled: vehicle 0%, 10 µM genistein 100% | Potency, µM (top dose mostly 46.1 µM), without a hit: at the top dose activation, actives largely listed as activators | 380,000 tested, 1.1% active; further: nearly all actives have a fitted effect of over 80% in size; some results filed as inactive show a strong effect at the top dose
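Compounds are tested at multiple concentrations on MCF7 BRCA1-luciferase reporter cells seeded at 2000 per well; after 48 h, a single luminescence end-point is taken and curves fitted to the normalized data.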
NPC1 prom act = qHTS Assay for NPC1 Promoter Activators; Huh7 NPC1 promoter luciferase reporter, 24 h; Potency, µM (doses to about 9.22 µM), without a hit: at the top dose activation, most hits filed as activators; 320,000 tested, 2.4% active; AID 485313, 2010;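 further: % of control where 0% means no effect; nearly all actives have a fitted effect of over 60% in size; reporter is driven by a mutant NPC1 promoter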
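Luminescence from an NPC1 promoter-driven luciferase reporter in stably transfected Huh7 cells was measured after 24 h compound treatment at 37 °C, followed by 10 min ambient incubation with luciferase detection reagent.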
FLuc modulator = qHTS profiling assay for firefly luciferase inhibitor/activator using purifed enzyme and Km concentrations of substrates (counterscreen for miR-21 project); Potency, µM (top dose mostly 57.5 µM), for inactives: at the top dose activity change, negative = inhibition, most hits filed as inhibitors; purified FLuc, Km substrates, luminescence inhibition; 360,000 tested, 6.9% active; Luciferin 4-monooxygenase (Photinus pyralis), P08659;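 further: plate controls were vehicle for no effect and reference inhibitor for full effect; nearly all actives have a fitted effect of over 55% in size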
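Purified P. pyralis luciferase, 10 nM final, with Km-level 10 uM D-luciferin and 10 uM ATP in 50 mM Tris acetate pH 7.5, 10 mM Mg acetate, 0.01% Tween-20, 0.05% BSA; 6-point qHTS titration about 60 µM downward; luminescence read.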
CXXC DNA block = qHTS Fluorescence Polarization Assay for Inhibitors of MLL CXXC domain - DNA interaction | 290,000 tested, 0.037% active | Potency, µM (titrated, usually from 115 µM), without a hit: at the top dose activity change, negative = inhibition, usual class: inhibitors | Histone-lysine N-methyltransferase 2A (Homo sapiens), Q03164 | MLL-CXXC / FITC-HOXA9 DNA fluorescence polarization | AID 2662, 2010; active means well fitted inhibition curve with a large enough effect in the polarisation, with a control signal flat, not every such curve was filed as active; inconclusive means small, poorly fitted or top-dose-only effect, or effect the other way, or a change in a side signal; inactive means no such curve, though single readings can be large or run the other way; the % refers to the polarisation
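Purified MLL-CXXC (added from a 7 uM solution) was preincubated 5 min at ambient with pinned compounds in 50 mM Tris-HCl pH 7.5, 50 mM NaCl, 1 mM DTT, 0.05% BSA. Fluorescein-labeled HOX-A9 DNA (50 nM solution) followed, 30 min, then polarization read.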
p53 reactivator = qHTS assay for re-activators of p53 using a Luc reporter. H1299 p53-A138V BP100-luciferase reporter, luminescence, 24 h. Potency, µM (highest dose often 92.2 µM), for inactives: top-dose activity change, positive = activation, usual class: activators. 320,000 tested, 0.063% active. AID 504706, 2011; further: % of control where 0% means no effect; nearly all actives have a fitted effect of over 45% in size
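p53-null H1299 cells stably carrying temperature-sensitive p53-A138V and a BP100-luciferase reporter were pinned with compounds (4-point, 1:5 series) and held 24 hrs at 37 deg C. Luminescence was read 10 min after detection reagent.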
RORg inh = qHTS for inhibitors of ROR gamma transcriptional activity. AID 2551, 2010. Drosophila S2 Gal4-RORgamma UAS-luciferase reporter, 20 h. Potency, µM (titrated, usually from 53.6 µM), inactives show top-dose activity change, negative = inhibition, usual class: inhibitors. 310,000 tested, 5.4% active. Nuclear receptor ROR-gamma (Mus musculus), P51450; further: on the % scale 0 is the no-effect control and ±100 the full control effect; nearly all actives have a fitted effect of over 60% in size
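Luciferase reporter read in Schneider cells carrying Gal4-RORγ (mouse) and UAS-Photinus luciferase; cells given compound 1 h before 700 uM copper sulfate induction, then incubated 20 h at ambient temperature.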
ELG1 genotoxic = qHTS screen for small molecules that induce genotoxicity in human embryonic kidney (HEK293T) cells expressing luciferase-tagged ELG1; HEK293T ELG1-luciferase reporter, luminescence, 16 h; Potency, µM (highest dose often 46 µM), without a hit: at the highest dose activity change, positive = activation, most hits filed as activators; 330,000 tested, 1.3% active; AID 504466, 2011; further: % of control where 0% means no effect; nearly all actives have a fitted effect of over 60% in size
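Genotoxicity was scored as increased ELG1-luciferase reporter signal, measured by ONE-Glo luminescence (30 min, room temperature). Compound or vehicle exposure of the HEK293T reporter cells lasted 16 hr at 37°C.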
MBNL1 CUG block = qHTS Assay for Inhibitors of MBNL1-poly(CUG) RNA binding; Potency, µM (top dose mostly 57.5 µM), inactives show top-dose activity change, negative = inhibition, usual class: inhibitors; TR-FRET MBNL1-His/biotin-(CUG)12 binding, 665/545 ratio; 280,000 tested, 0.036% active; Muscleblind-like protein 1 (Homo sapiens), Q9NR56; active means well fitted inhibition curve with a large enough effect in the signal ratio, with a control signal flat, not every such curve was filed as active; inconclusive means small, poorly fitted or top-dose-only effect, or effect the other way, or a change in a side signal; inactive means no such curve, though single readings can be large or run the other way; the % refers to the signal ratio; further: on the % scale 0 is the no-effect control and ±100 the full control effect
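His-tagged MBNL1 binding to biotinylated (CUG)12 RNA was measured by TR-FRET using terbium anti-His antibody (0.055 ng/ul final) and streptavidin-XL665 (5 nM final). Compounds were titrated 92 nM to 58 uM; 60 min at room temperature.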
Gal4-VP16 FLuc = VP16 counterscreen qHTS for inhibitors of ROR gamma transcriptional activity; Potency, µM (highest dose often 53.6 µM), without a hit: at the top dose activity, negative = inhibition, hits mostly inhibitors; Drosophila S2 Gal4-VP16 UAS-luciferase, luminescence, 20 h; AID 2546, 2010; 310,000 tested, 3.5% active;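 further: Gal4-VP16 expression switched on by copper sulfate through the metallothionein promoter; on the % scale 0 is the no-effect control and ±100 the full control effect; nearly all actives have a fitted effect of over 50% in size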
Active calls of the source: *; [ ] = another dose, or the depositor's remark. Unless noted, the call rests on the fitted dose curve; in most records, active means well fitted curve in the direction sought with a large enough effect; inconclusive means small, poorly fitted or top-dose-only effect, or another doubt; inactive means no such curve, though single readings can be large; an effect the other way counts as inactive or inconclusive. Potency means the concentration at half of the fitted maximal effect. Some of the compounds tested; count on the stated rates, not on these rows.

For O=C(COC(=O)c1c(F)cccc1F)Nc1ccccc1OC(F)F the results were Rab9 prom act -3%, uPA surface inh -1%, BRCA1 expr act -4%, NPC1 prom act -1%, FLuc modulator -18%, CXXC DNA block -5%, p53 reactivator -2%, RORg inh -8%, ELG1 genotoxic -3%, MBNL1 CUG block 2% and Gal4-VP16 FLuc 11%.
Screening COCCCn1c(=O)c2sccc2n(Cc2cccc(C)c2)c1=O returned Rab9 prom act 1%, uPA surface inh 7%, BRCA1 expr act 3%, NPC1 prom act 2%, FLuc modulator -6%, CXXC DNA block 2%, p53 reactivator -13%, RORg inh 16%, ELG1 genotoxic -4%, MBNL1 CUG block -4% and Gal4-VP16 FLuc -12%.
For N/C(=N\OC(=O)COc1cc(Cl)c(Cl)cc1Cl)c1ccncc1 the results were Rab9 prom act inconclusive, uPA surface inh 5%, BRCA1 expr act inconclusive, NPC1 prom act inconclusive, FLuc modulator 13µM*, CXXC DNA block 41%[activator], p53 reactivator 5%, RORg inh 20%, ELG1 genotoxic 18µM*, MBNL1 CUG block -2% and Gal4-VP16 FLuc -1%.
For COc1ccc(CCNC(=O)C(=O)NCC2OCCN2C(=O)c2ccc(Cl)cc2)cc1OC (configuration not stated) the results were Rab9 prom act -2%, uPA surface inh 13%, BRCA1 expr act -16%, NPC1 prom act -7%, FLuc modulator 2%, CXXC DNA block 7%, p53 reactivator 8%, RORg inh -11%, ELG1 genotoxic -10%, MBNL1 CUG block -3% and Gal4-VP16 FLuc -3%.
`Cc1ccccc1C(=O)N1CCc2ccccc2C1` gave Rab9 prom act 14%, uPA surface inh -16%, BRCA1 expr act 44%, NPC1 prom act 7%, FLuc modulator 1%, CXXC DNA block -8%, p53 reactivator 7%, RORg inh 16%, ELG1 genotoxic 0%, MBNL1 CUG block 20% and Gal4-VP16 FLuc -18%.
CCC(C)(C)NC(=O)C(c1ccc(C)cc1)N(CC1CCCO1)C(=O)CCC(=O)Nc1ccccn1 (configuration not stated) was read as Rab9 prom act -4%, uPA surface inh 1%, BRCA1 expr act -11%, NPC1 prom act -2%, FLuc modulator 0%, CXXC DNA block -8%, p53 reactivator -4%, RORg inh -17%, ELG1 genotoxic 2%, MBNL1 CUG block 0% and Gal4-VP16 FLuc 1%.
CCOC(=O)/C(N=Nc1ccc(C(=O)O)cc1[N+](=O)[O-])=C(\C)O was read as Rab9 prom act 1%, uPA surface inh 9%, BRCA1 expr act -22%, NPC1 prom act -6%, FLuc modulator 5%, CXXC DNA block 3%, p53 reactivator 2%, RORg inh inconclusive, ELG1 genotoxic 4%, MBNL1 CUG block inconclusive and Gal4-VP16 FLuc 0%.
Screening COCCCn1c(SCC(=O)NC2CCCCC2)nnc1-c1ccco1 returned Rab9 prom act -3%, uPA surface inh 0%, BRCA1 expr act 1%, NPC1 prom act -3%, FLuc modulator 1%, CXXC DNA block -2%, p53 reactivator 1%, RORg inh -9%, ELG1 genotoxic 3%, MBNL1 CUG block 1% and Gal4-VP16 FLuc 3%.
Screening CC(C)(C)NC(=O)C(Cc1ccccc1)NS(=O)(=O)c1cccc2nsnc12 (configuration not stated) returned Rab9 prom act 0%, uPA surface inh 1%, BRCA1 expr act -5%, NPC1 prom act -2%, FLuc modulator 11%, CXXC DNA block -3%, p53 reactivator -2%, RORg inh 8%, ELG1 genotoxic -4%, MBNL1 CUG block inconclusive and Gal4-VP16 FLuc -9%.
`Cc1cccc[n+]1CCCCCCCCCC[n+]1ccccc1C` gave Rab9 prom act -43%[inhibitor], uPA surface inh 2%, BRCA1 expr act 2%, NPC1 prom act -37%[inhibitor], FLuc modulator 1%, CXXC DNA block -8%, p53 reactivator 0%, RORg inh -7%, ELG1 genotoxic -7%, MBNL1 CUG block -5% and Gal4-VP16 FLuc -7%.
CCN(CC)S(=O)(=O)c1ccc(C(=O)NCC(c2cccs2)N2CCOCC2)cc1 (configuration not stated) was read as Rab9 prom act -5%, uPA surface inh -7%, BRCA1 expr act -7%, NPC1 prom act 1%, FLuc modulator 0%, CXXC DNA block -6%, p53 reactivator -5%, RORg inh 9%, ELG1 genotoxic -2%, MBNL1 CUG block 0% and Gal4-VP16 FLuc 0%.
`COc1ccc(-c2nc(CNS(=O)(=O)c3cc(OC)ccc3OC)cs2)cc1` gave Rab9 prom act -1%, uPA surface inh -13%, BRCA1 expr act -1%, NPC1 prom act -1%, FLuc modulator 4%, CXXC DNA block 4%, p53 reactivator -13%, RORg inh 33%, ELG1 genotoxic -9%, MBNL1 CUG block -18% and Gal4-VP16 FLuc -8%.
Screening O=C(/C=C/c1ccccc1)NCCS(=O)(=O)N1CCN(c2ccccc2)CC1 returned Rab9 prom act -4%, uPA surface inh 10%, BRCA1 expr act -19%, NPC1 prom act -2%, FLuc modulator 1%, p53 reactivator 0% and ELG1 genotoxic -1%.
For COc1ccc2nc(Nc3nc4cc5c(cc4s3)OCCO5)sc2c1 the results were Rab9 prom act 20%, uPA surface inh 4%, BRCA1 expr act 59%, NPC1 prom act 0%, FLuc modulator 9.5µM*, CXXC DNA block 18%, p53 reactivator inconclusive, RORg inh 13µM*, ELG1 genotoxic inconclusive, MBNL1 CUG block 12% and Gal4-VP16 FLuc inconclusive.
`C=CCc1cc(/C=C2/NC(=O)NC2=O)cc(OCC)c1O` gave Rab9 prom act -3%, uPA surface inh 6%, BRCA1 expr act -7%, NPC1 prom act -5%, FLuc modulator 3%, CXXC DNA block 12%, p53 reactivator -5%, RORg inh inconclusive, ELG1 genotoxic -5%, MBNL1 CUG block inconclusive and Gal4-VP16 FLuc -9%.
Screening COc1cccc(N2CCN(C3OC(=O)c4ccccc43)CC2)c1 (configuration not stated) returned Rab9 prom act -5%, uPA surface inh 2%, BRCA1 expr act 14%, NPC1 prom act 1%, FLuc modulator 5%, CXXC DNA block -11%, p53 reactivator 1%, RORg inh inconclusive, ELG1 genotoxic 2%, MBNL1 CUG block -5% and Gal4-VP16 FLuc 2%.
`COc1ccc2nc(C)[nH]c(=O)c2c1` gave Rab9 prom act -10%, uPA surface inh 3%, BRCA1 expr act 2%, NPC1 prom act -2%, FLuc modulator 1%, CXXC DNA block -2%, p53 reactivator 0%, RORg inh -7%, ELG1 genotoxic 1%, MBNL1 CUG block -10% and Gal4-VP16 FLuc 2%.
For COCCn1c(=NC(=O)c2ccc(S(=O)(=O)N3CCc4ccccc4C3)cc2)sc2cc(S(N)(=O)=O)ccc21 the results were Rab9 prom act -9%, uPA surface inh -3%, BRCA1 expr act -31%, NPC1 prom act -3%, FLuc modulator 2%, CXXC DNA block -6%, p53 reactivator -19%, RORg inh -5%, ELG1 genotoxic 0%, MBNL1 CUG block inconclusive and Gal4-VP16 FLuc 5%.
For Cc1ccc(C(C)C)c(O)c1 the results were uPA surface inh -16%, BRCA1 expr act 2%, CXXC DNA block -2%, RORg inh -26% and Gal4-VP16 FLuc -12%.
CC(=O)c1ccc(N2CCN(C(=S)Nc3cccc(F)c3)CC2)cc1 was read as Rab9 prom act -6%, uPA surface inh -6%, BRCA1 expr act -5%, NPC1 prom act -5%, FLuc modulator 1%, CXXC DNA block inconclusive, p53 reactivator -1%, RORg inh 14µM*, ELG1 genotoxic 1%, MBNL1 CUG block 51%[activator] and Gal4-VP16 FLuc -15%.
Screening COc1ccc2cnn(-c3ccc(C)cc3)c(=O)c2c1OC returned Rab9 prom act inconclusive, uPA surface inh -7%, BRCA1 expr act 4.5µM*, NPC1 prom act inconclusive, FLuc modulator 24µM*, CXXC DNA block -7%, p53 reactivator 11%, RORg inh 26%, ELG1 genotoxic 15µM*, MBNL1 CUG block 3% and Gal4-VP16 FLuc -23%.
CCCCCCCC(=O)NNC(=O)Cc1ccccc1 was read as Rab9 prom act -2%, BRCA1 expr act -2%, NPC1 prom act 1%, FLuc modulator 0%, CXXC DNA block -11%, p53 reactivator -1%, RORg inh -3%, ELG1 genotoxic 1%, MBNL1 CUG block -6% and Gal4-VP16 FLuc -29%.
